# Screening data (PubChem)
# 12-LOX inh: ALOX12 (human) lipoxygenase inhibition; Potency, µM (series often up to 108 µM), for the others: at the top dose activity change, negative = inhibition, usual class: inhibitors; 580,000 tested, 1.1% active; P18054; AID 1671190; purified 12hLO, xylenol orange hydroperoxide absorbance; active = well fitted inhibition curve with a large enough effect; inconclusive = small, poorly fitted or top-dose-only effect, or another doubt; inactive = no such curve, though single readings can be large or run the other way
# Target sequence (P18054 whole entry, looked up): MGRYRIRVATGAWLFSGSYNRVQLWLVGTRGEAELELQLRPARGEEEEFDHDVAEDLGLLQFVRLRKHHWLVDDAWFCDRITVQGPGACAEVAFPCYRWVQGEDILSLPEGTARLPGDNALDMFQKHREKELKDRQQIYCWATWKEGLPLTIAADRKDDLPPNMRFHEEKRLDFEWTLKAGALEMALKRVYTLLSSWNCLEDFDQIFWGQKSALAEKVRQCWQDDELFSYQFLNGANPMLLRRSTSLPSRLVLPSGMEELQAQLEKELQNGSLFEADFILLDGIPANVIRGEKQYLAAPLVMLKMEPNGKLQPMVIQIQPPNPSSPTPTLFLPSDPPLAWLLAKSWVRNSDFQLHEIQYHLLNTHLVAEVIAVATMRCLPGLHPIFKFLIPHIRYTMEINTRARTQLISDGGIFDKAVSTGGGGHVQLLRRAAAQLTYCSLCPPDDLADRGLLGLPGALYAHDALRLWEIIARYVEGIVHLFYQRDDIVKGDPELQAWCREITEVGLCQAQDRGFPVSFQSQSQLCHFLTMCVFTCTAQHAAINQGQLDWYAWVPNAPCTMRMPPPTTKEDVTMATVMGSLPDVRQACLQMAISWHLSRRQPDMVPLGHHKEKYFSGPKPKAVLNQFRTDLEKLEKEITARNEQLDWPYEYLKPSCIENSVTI
#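 Purified human 12hLO at 150 nM in 25 mM Hepes, 0.01% Triton X-100, pH 7.0, preincubated 15 min at room temperature with compound. Reaction started with 40 uM arachidonic acid, 30 min at room temperature. Hydroperoxide measured by Fe-xylenol orange, 573/405 nm absorbance ratio.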
# Numbers without * were called inactive; ? = inconclusive; & = joins results of further samples; [ ] = remark or other dose. % is set by controls: 0 for no effect and ±100 for the full control effect; potency is the fitted concentration of half-maximal effect. The list is partial. The share of hits here may be higher or lower than overall.
SMILES,12-LOX inh
CCNC(=O)N1CCc2c(sc3ncnc(NCC)c23)C1,0%
CCOC(=O)C(NC(=O)CCNC(=O)c1ccccc1)C(=O)OCC,-35%
N#Cc1ccc(NC(=O)NCc2cccnc2)cc1,13%
CCN1CCN(C(C)CNC(=O)NCc2nc(C)cs2)CC1 (stereo not drawn),9%
COc1cc(F)ccc1-c1nc(-c2c(C)noc2C)cc2cc(C)oc12,-17%[176 µM]
Cc1ccccc1CS(=O)(=O)N1CCC(C(=O)N2CCN(c3cccc(Cl)c3)CC2)CC1,-8%
O=C(c1ccccc1)N1CCC(N2CCOCC2=O)CC1,0%[12.5 µM]
CCC(=O)N1Cc2ccccc2CC2(CCCN(CC3CCNC3)C2)C1 (stereo not drawn),-15%[6.33 µM]
O=C(c1ccc2c(c1)OCO2)N1CCCC1c1nnc2n1CCNC2 (stereo not drawn),?
CC1=C(C(=O)O)N2C(=O)[C@@H](NC(=O)[C@H](N)C3=CCC=CC3)[C@@H]2SC1,0%
Cc1ccc(C2(O)CCN(C(=O)CCn3cnc4ccccc43)CC2)nc1,14%
CNC(=O)CNc1nc(-c2ccsc2)nc2ccccc12,3%
Cc1ccc(-c2nc(C#N)c(N3CCN(C(=O)c4ccco4)CC3)o2)cc1,?
COc1ccc(NC2CCCN(C(=O)c3ccccc3C(F)(F)F)C2)cc1OC (stereo not drawn),-5%
CC(=O)N1CCCN(c2ncnc3c2CN(c2ccc([N+](=O)[O-])cc2)C(=O)N(C)C3)CC1,3%
CS(=O)(=O)Oc1ccc2c(=O)c(-c3ccc(Br)cc3)coc2c1,-14%
CN(C)c1ccc(CN2CCCC3(CC(Cc4ccccc4)=NO3)C2)cc1 (stereo not drawn),-1%
CCOC(=O)[C@]12CCC=C1N(Cc1ccc(Cl)cc1Cl)C(=O)[C@H](CC(=O)N1CCSCC1)C2,-13%
C[C@H](O)c1onc(-c2ccc(Cl)cc2)c1C(=O)NC1CC1,-4%[176 µM]
CC1(C(=O)NS(=O)(=O)C2CC2)CCN(C(=O)c2ccc(F)cc2Cl)C1 (stereo not drawn),-1%

# Next part; it opens with the two that closed the last part.
SMILES,12-LOX inh
C[C@H](O)c1onc(-c2ccc(Cl)cc2)c1C(=O)NC1CC1,-4%[176 µM]
CC1(C(=O)NS(=O)(=O)C2CC2)CCN(C(=O)c2ccc(F)cc2Cl)C1 (stereo not drawn),-1%
CCOC(=O)C1(C)CCN1C(=O)c1ccc(C#N)cc1 (stereo not drawn),5%
O=S(Cc1ccc(Cl)cc1)Cc1cccc(Cl)c1 (stereo not drawn),?
O=c1oc2ccc(Cl)cc2cc1-c1csc(Nc2ccc(F)cc2)n1,?
Cc1cnc(C(=O)NCC(=O)N2CCCCCNC(=O)CC2c2ccccc2)cn1 (stereo not drawn),23%
CC(C)c1noc(-c2ccccc2OCC(=O)NCc2ccc(Cl)cc2)n1,-8%
CCc1nc2c(OCc3ccccc3)cccn2c1N(C)C(=O)c1ccco1,-3%
COc1ccc(-c2cc(C(=O)O)c3c(C)cc(C)cc3n2)cc1,?
Cc1nn(C)c(C)c1CNC(=O)C1CC(=O)N(c2n[nH]c3ccccc23)C1 (stereo not drawn),4%
O=C(O)C[C@@H]1CCN(C(=O)Cc2ccccc2)C[C@@H]1CCN(CCN1CCOCC1)c1ccccc1,23%
N#Cc1c(-c2ccccc2)cc(-c2cccs2)nc1SCS(=O)Cc1ccccc1 (stereo not drawn),?
Cc1cccc(NC(=O)c2ncoc2-c2ccco2)c1C,-24%
Cc1cc2nc3n(c(=O)c2n1CC(=O)Nc1ccc(F)cc1)CCC3,-4%
O=C(Nc1ccc(-c2nc3ccccc3o2)cc1)c1cccc([N+](=O)[O-])c1,30%
CC(=O)N1CCC(N2C[C@H](NC(=O)c3ccoc3C)[C@@H](C3CC3)C2)CC1,-3%
COc1ccc2cc(C(=O)N3CCC(C(N)=O)CC3)[nH]c2c1,18%
CCOC(=O)c1c(NC(=O)CC)sc2c1CCCC2=O,-30%
CC(C)NC(=O)C(C)[C@@H]1CC[C@@]2(C)CC[C@H](NC(=O)CC(C)(C)C)[C@@H](C)[C@@H]2[C@H]1O (stereo partly drawn),-1%[176 µM]
Oc1cccc(-c2cc3c(cn2)NCCN(Cc2ccccc2)C3)c1,-8%[176 µM]
Cc1cc(C)cc(Nc2nc(NC3CCCCCC3)nc3c2cnn3-c2ccccc2)c1,-3%
CCOc1ccc(-n2ccn3c(SC(CC)C(=O)Nc4cc(C)ccc4C)nnc3c2=O)cc1 (stereo not drawn),-14%
CCOc1ccc(CNCc2cccs2)cc1OCC,-5%
Cc1c(-c2ccccc2)c(=O)oc2ccc(OS(=O)(=O)c3ccc(F)cc3)cc12,?
CC(C)c1noc(CC2CCN(C(=O)c3cccs3)CC2)n1,38%[activator]
COc1ccc(/C(C)=C(\C#N)c2nc3ccccc3[nH]2)cc1,?
CCCCNC(=O)CN1CCN(c2ccc(C(=O)O)cc2NS(=O)(=O)c2cccs2)CC1,?
CCOc1ccccc1-c1noc(CN2CCCc3c(C(=O)NC(C)C)cccc32)n1,28%
O=C(c1cccnc1)N1CCc2cc(NS(=O)(=O)c3ccccc3)ccc21,15%
Cc1nnc(NC(=O)NCC(C)(C)N2CCCC(C)C2)s1 (stereo not drawn),-20%
Cc1cc(C(=O)N2CCC(N3C[C@H](O)C[C@H]3C(=O)NC3CCCCC3)CC2)nn1C,30%[activator]
COC(=O)[C@H](NC(=O)[C@@H]1C[C@H](NC(=O)Nc2cccc(SC)c2)CN1C(=O)c1cccn1C)C(C)C,-2%
CCc1nc2ccc(C(=O)NCCCN3CCCC3=O)cn2c1N(CC)CCN(C)C,2%
O=C(C1CCC1)N1CCC(N2CC(OCC3CC3)C23CCCCC3)CC1 (stereo not drawn),18%
O=C(c1ccccc1F)N(Cc1cccc2[nH]ccc12)C1CC1,1%
CC(C)N(C(=O)CSc1ncnc2ccccc12)c1ccccc1,-3%
Cc1cc(N2CCN(CC(C)(C)O)C[C@H]2C)ccc1N1CCN(CC(C)(C)O)[C@H](C)C1,-14%
O=C(N[C@@H]1COCC[C@@H]1Oc1ccc(F)cc1)c1cnc(C2CC2)nc1,9%
Cc1nn(Cc2ccccc2)c(C)c1NC(=O)Nc1cccc(Cl)c1,5%
COc1ccc(N2Cc3c(NCC4CC4)ncnc3N(C)CC2=O)cc1,52%[activator]
O=C(CCN1C(=O)c2ccccc2C1=O)c1cnc[nH]1,1%
CCCC(C)NC(=O)C1CCN(C(=O)c2ccc(C(F)(F)F)cc2)CC1 (stereo not drawn),?

# Copied from the list.
# In 12-LOX inh, COc1ccc(N2Cc3c(NCC4CC4)ncnc3N(C)CC2=O)cc1 shows 52%[activator]
# In 12-LOX inh, O=C(N[C@@H]1COCC[C@@H]1Oc1ccc(F)cc1)c1cnc(C2CC2)nc1 shows 9%
# In 12-LOX inh, CCOc1ccc(CNCc2cccs2)cc1OCC shows -5%
# In 12-LOX inh, CCc1nc2ccc(C(=O)NCCCN3CCCC3=O)cn2c1N(CC)CCN(C)C shows 2%

# Other results follow:
SMILES,12-LOX inh
Cc1cnc(C2CC2)n1C1CCN(C(=O)c2ccco2)CC1,41%[activator]
CC1CCCCN1Cc1nc2c(c(=O)n(C)c(=O)n2C)n1CC(N)=O (stereo not drawn),-2%
Cc1ccc(-c2nc3cccc(C)c3nc2-c2ccc(C)cc2)cc1,-2%
CCC1(C2CCN(C(=O)c3csc(C(C)=O)c3)CC2)NC(=O)N(CCc2scnc2C)C1=O (stereo not drawn),-1%
COC(=O)C1CCN(Cc2ccc3c(c2)CN(C(=O)c2cc4cc(F)ccc4[nH]2)CCO3)CC1,?
CCCCCc1c(-c2cccc(F)c2)ncn1CCc1ccccc1OC,-71%
Cc1cc2nc3n(c(=O)c2n1CC(=O)Nc1cccc(Br)c1)CCCCC3,?
COC(=O)C1CCCN1C(=O)c1c(C)oc2c1CN(Cc1ccc(C)cc1)CC2 (stereo not drawn),?
Cc1ccccc1-c1cccc(C(=O)N(C)Cc2ncc[nH]2)c1,57%[activator]
Cc1cnn(CC(=O)N2CCCCCCNC(=O)[C@@H]3CCCC[C@@H]32)c1,13%
N#CC1(c2ccc(N)cc2)CCCC1,14%
Cc1ccc(CN(C)C(=O)CN2CCN(c3ccc([N+](=O)[O-])c4cnccc34)CC2)c(C)c1,-6%
O=C(NCc1ccccc1)c1cc2ccccc2[nH]1,-9%
O=C(O)c1cccc(OCc2ccc(Cl)cc2)c1,-19%
COc1cccc(NC(=O)c2sc3nc4c(c(-c5ccco5)c3c2N)CCCCC4)c1,-3%
COC(=O)[C@@H]1Cc2ncn(C(C)C)c2CN1S(C)(=O)=O,-20%[176 µM]
Cc1cc(Nc2ccccc2C(=O)O)n2ncnc2n1,1%
CC1(CNC(=O)c2ccoc2)CCOCC1,38%[activator]
OC(c1cc(F)cc(Cl)c1)c1ncc(-c2ccc(Cl)cc2)[nH]1 (stereo not drawn),?
O=C(NC1CCCCC1)c1ccc2c(Cl)c3c(nc2c1)CCCC3,9%

# Six successive records already listed, for reference:
SMILES,12-LOX inh
Cc1cnc(C2CC2)n1C1CCN(C(=O)c2ccco2)CC1,41%[activator]
CC1CCCCN1Cc1nc2c(c(=O)n(C)c(=O)n2C)n1CC(N)=O (stereo not drawn),-2%
Cc1ccc(-c2nc3cccc(C)c3nc2-c2ccc(C)cc2)cc1,-2%
CCC1(C2CCN(C(=O)c3csc(C(C)=O)c3)CC2)NC(=O)N(CCc2scnc2C)C1=O (stereo not drawn),-1%
COC(=O)C1CCN(Cc2ccc3c(c2)CN(C(=O)c2cc4cc(F)ccc4[nH]2)CCO3)CC1,?
CCCCCc1c(-c2cccc(F)c2)ncn1CCc1ccccc1OC,-71%

# Going on with the list:
SMILES,12-LOX inh
O=C(N/N=C/C=C/c1ccccc1)c1csc2ccccc12,27%
N#CCN(CC#N)C(=O)Cc1cccs1,32µM*
CC(C)(C)NC(=O)C(C1CC1)n1c(=O)c(-c2cc3ccccc3[nH]2)nc2ccccc21 (stereo not drawn),-13%
CCc1cc2c(CN3CCN(c4ccccc4)CC3)cc(=O)oc2cc1O,-17%&3%
Cc1ccc(C(=O)N2CCC(N3CCCOC3=O)CC2)cc1,0%[12.5 µM]
COC(=O)CC1C(=O)NCCN1C(=O)c1ccccc1-c1ncc[nH]1 (stereo not drawn),-3%
Cc1c(-c2ccccc2)sc2ncn(CC(=O)NC3CCCc4ccccc43)c(=O)c12 (stereo not drawn),?
CCCN1CCC(NC(=O)c2cc(COc3ccccc3)[nH]n2)CC1,63%[activator]
CCOC(=O)c1scc(-c2ccccc2)c1S(=O)(=O)Nc1ccccc1,?
N#Cc1nc(C2CC2)oc1N1CCN(Cc2ccc(F)cc2Cl)CC1,-11%
CCCN1CC(Oc2ccc(-c3noc(C4CC4)n3)cc2)C1,-2%
CCN1C(=O)C2CC3(CCN(C(=O)c4cccs4)CC3)CN2C1=O (stereo not drawn),12%
O=C(C(=O)N1CCN(S(=O)(=O)c2ccc(OC(F)(F)F)cc2)CC1)c1cccc(C(F)(F)F)c1,0%
CC(C)Oc1ccc(CNC(=O)c2ncoc2-c2cccs2)cc1,9%
COc1ccc(-c2noc([C@@H]3CCCN3C(=O)c3ccc(F)cc3Cl)n2)cc1OC,7%
C/C(=N\NC(=O)Cc1cccc2ccccc12)c1cccc(NC(=O)c2ccc(Cl)cc2)c1,9%
COC(=O)[C@]12C[C@H](CC(=O)NCCCCc3ccccc3)C(=O)N(Cc3ccc4c(c3)OCO4)C1=C[C@H](COCc1ccccc1)O[C@@H]2C,-14%
O=C(Nc1cccc(S(=O)(=O)N2CCOCC2)c1)c1nc(-c2ccccc2)n(-c2ccccc2)n1,-5%
OC[C@@H]1CNC[C@H]1C1CCN(Cc2ccsc2)CC1,20%
CCCNC(=O)N(C1CCOCC1)C1CCN(C(=O)c2cccc(C(F)(F)F)c2)CC1,19%
CCN1CCC2(CCC1=O)CN(Cc1cc(C#N)n(CC)c1)CCN2C (stereo not drawn),75%[activator]
O=c1ncccn1C1OC(CO)C(O)C1O (stereo not drawn),-1%
Cc1[nH]cnc1-c1nccn1CCN1N=C(c2ccccc2)CCC1=O,74%[activator]
C[C@H](O)[C@@H]1C(=O)N2CCc3c([nH]c4cccc(-c5ccccc5)c34)[C@@H]2C[C@@H]1N(C)C(=O)C1CCCCC1,-11%
Cn1nc(C2CCN(C(=O)c3cccc(Cl)c3)CC2)[nH]c1=O,47%[176 µM]
C(=Nc1ccc(Nc2ccccc2)cc1)c1ccc(OCc2ccccc2)cc1,?
O=C(C[C@@H]1C[C@H]2O[C@H](CNC3CCNCC3)[C@@H](O)[C@H]2O1)N1CCOCC1,?
CCc1ccc2c(c1)c1nc(C)sc1n2S(=O)(=O)c1ccc(C)cc1,-5%
COc1ccccc1NC(=O)Nc1nc(CC(=O)NCCC(C)C)cs1,?
CC(OC(=O)c1cccc(S(=O)(=O)N(C)C)c1)C(=O)c1ccccc1 (stereo not drawn),-9%
Cc1cc(C(=O)N[C@@H]2C[C@H](Cn3cc(CN4CCS(=O)(=O)CC4)nn3)[C@@H](O)[C@H]2O)no1,22%
CCCCCC(=O)N1C[C@H](n2cc(C3CC3)nn2)[C@@H](O)C[C@@H]1c1ccccc1,6%
CN1C(=O)CCC2(CNC(=O)c3ccncc3)CCCC=C12 (stereo not drawn),26%
BrCC1CCCNC1 (stereo not drawn),?
COc1cccc(C(=O)CC(CC(=O)c2cccc(OC)c2)c2ccccc2C(=O)O)c1,0%
Cc1ccc(C(=O)N2CCN(c3cc(C(F)(F)F)ncn3)CC2)s1,5%
C=CCCC1CN(Cc2ccc(OC)cc2)S(=O)(=O)c2c(Oc3ccc(C(C)C)cc3)cccc2O1 (stereo not drawn),-15%&-1%
Cc1cc(C(=O)N2CCC(N3CCCC(C(=O)NCCc4ccccc4)C3)CC2)n[nH]1 (stereo not drawn),?
CN(C)C[C@H]1O[C@@H](CO)[C@@H](O)[C@H]1N1CCN(c2ncccn2)CC1,-14%
O=C(O)CCC1CCN(C(=O)c2ccccc2)CC1,8%
